SARS 3CLpro inh: SARS-CoV 3CLpro protease inhibitors, primary screen, biochemical, quenched FRET | recombinant SARS-CoV 3CLpro, quenched FRET peptide cleavage | inhibition, % at 6 µM | 290,000 compounds, 0.14% hits; in the data active means inhibition above about 12%
Yp Topo-I inh: Yersinia pestis topoisomerase I inhibitors, primary screen, biochemical, cleavage product accumulation, plate reader, single point; Y. pestis Topo-I cleavage product accumulation; activity, % at 10 µM; 360,000 compounds, 0.064% hits; DNA topoisomerase I (Yersinia pestis CO92); AID 504884, 2011; in the data active means activity above about 50%, passing the limit was not always enough; inconclusive means no clear call, values can overlap the other calls; further: inactives centre near 2
BH1578 lux ind: inducers of Vibrio cholerae quorum light production without autoinducers, primary screen, BH1578 luxS cqsA deficient, single point. V. cholerae BH1578 lux reporter, luminescence, 6 h. activation, % at 18.7 µM. 350,000 compounds, 0.16% hits; in the data active means activation mostly above about 9.7%, no sharp cut-off; inconclusive means no clear call, values can overlap the other calls; inactive means mostly below about 3.7%; further: not every result past the cut was called active; inactives centre near 0; reference of the scale not given here
PrPC surface inh: inhibitors of human cell surface prion protein PrPC, primary screen, cell-based, TR-FRET; Major prion protein (Homo sapiens), P04156; 370,000 compounds, 0.43% hits; TR-FRET read-out; inhibition, % at 13.8 µM; in the data active means inhibition above about 24%; further: 0% = median of the test wells and 100% = reference compound wells
Anthrax LF prot: Bacillus anthracis LF protease inhibitors, primary screen, biochemical, multiplex microsphere, MLPCN library; Lethal factor (Bacillus anthracis), P15917; multiplex microsphere protease cleavage assay; inhibition, % at 10 µM; 360,000 compounds, 0.12% hits; AID 588501, 2011; further: plate controls were buffer without enzyme for full effect and enzyme alone for no effect
Target sequence (P15917 whole entry, looked up): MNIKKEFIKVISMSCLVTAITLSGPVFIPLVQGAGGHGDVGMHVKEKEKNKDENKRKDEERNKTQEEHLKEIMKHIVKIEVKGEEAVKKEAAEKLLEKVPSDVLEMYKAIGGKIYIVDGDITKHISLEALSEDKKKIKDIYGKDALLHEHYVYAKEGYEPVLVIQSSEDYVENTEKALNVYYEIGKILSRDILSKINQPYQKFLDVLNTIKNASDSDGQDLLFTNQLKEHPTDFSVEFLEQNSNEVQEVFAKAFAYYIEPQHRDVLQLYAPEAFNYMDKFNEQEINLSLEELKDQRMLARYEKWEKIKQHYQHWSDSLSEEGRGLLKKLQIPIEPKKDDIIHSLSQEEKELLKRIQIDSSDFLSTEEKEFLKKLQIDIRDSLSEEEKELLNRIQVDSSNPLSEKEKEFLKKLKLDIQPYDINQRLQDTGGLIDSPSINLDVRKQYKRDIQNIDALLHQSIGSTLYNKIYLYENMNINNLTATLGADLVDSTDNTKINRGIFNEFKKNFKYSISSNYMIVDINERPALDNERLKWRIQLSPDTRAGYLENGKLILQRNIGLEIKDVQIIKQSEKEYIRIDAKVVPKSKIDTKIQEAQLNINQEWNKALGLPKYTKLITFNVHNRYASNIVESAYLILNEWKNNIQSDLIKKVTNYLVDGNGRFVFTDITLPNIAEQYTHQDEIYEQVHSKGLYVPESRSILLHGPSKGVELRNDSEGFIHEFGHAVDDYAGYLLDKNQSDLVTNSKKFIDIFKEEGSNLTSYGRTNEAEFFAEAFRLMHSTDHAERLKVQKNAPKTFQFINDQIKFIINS
SSB-PriA inh: inhibitors of Klebsiella pneumoniae PriA binding to SSB C-terminal tail, primary screen, biochemical, AlphaScreen | AlphaScreen SSBct-PriA binding, biotinylated peptide | 430,000 compounds, 0.6% hits | PriA–SSB C-terminal tail interaction (Klebsiella pneumoniae) | inhibition, % at 33 µM | AID 1272365, 2023; in the data active means inhibition mostly above about 37%, no sharp cut-off; inactive means mostly below about 20%;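 further: plate controls were negative control peptide for no effect and reference peptide for full effect; strong numbers were not always called active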
PfHsp40 rescue: rescue of yeast from PfHsp40 toxicity, primary screen, S. cerevisiae, ATP luminescence; growth rescue, % at 12.5 µM; S. cerevisiae expressing PfHsp40, growth rescue; 340,000 compounds, 0.68% hits; in the data active means growth rescue above about 28%, passing the limit was not always enough; inconclusive means no clear call, values can overlap the other calls;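 further: yeast W303a lacking pdr1 and pdr3 grown in galactose medium; growth measured after three days at 30 °C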
BoNT-A LC inh2: BoNT/A light chain protease inhibitors, primary screen, biochemical, flow cytometry, MLPCN library | multiplex microsphere protease substrate cleavage | Botulinum neurotoxin type A light chain protease (Clostridium botulinum A str. ATCC 3502) | 360,000 compounds, 0.17% hits | inhibition, % at 10 µM; further: plate controls were buffer without enzyme for full effect and enzyme alone for no effect
TcdB GH inh: TcdB glycohydrolase inhibitors, primary screen, biochemical, single point, plate reader; TcdB glycohydrolase enzymatic assay; inhibition, % at 9.99 µM; 350,000 compounds, 0.24% hits; in the data active means inhibition above about 10%
Active calls of the source: *; i = inactive; ? = inconclusive; / = no result given; & = joins results of further samples. Unless noted, no stated cut-off is given here; in the data, active means inhibition above about 30%; inconclusive means no clear call, values can overlap the other calls; inactive means below that.

SMILES,SARS 3CLpro inh,Yp Topo-I inh,BH1578 lux ind,PrPC surface inh,Anthrax LF prot,SSB-PriA inh,PfHsp40 rescue,BoNT-A LC inh2,TcdB GH inh
Cc1cc(N2CCOCC2)nc2ccc(NC(=S)NCCN(C)C)cc12,-3,-8,-0.5,4,12,0,0.2,0.6,0.6
O=C1CC(C(=O)Nc2ccc(C(=O)N3CCOCC3)cc2)C2(CCCCC2)O1 (stereo not given),-1,6,i,-1,-1,-6,0.7,0.2,/
CC(C)CC(=O)NC(=S)Nc1ccccc1F,2,-3,-0.3,4,-1,-11,1.5,0.3,/
Cc1ccsc1/C=N/n1cnc2sc(C)c(C)c2c1=O,0,1,3.0,4,2,/,0.6,0.4,/
CCOC(=O)c1ccc(NCc2nc3ccccc3[nH]2)cc1,-6,-5,-0.2,7,-2,4,-1.0,-0.5,4.5
C[C@H](CO)N1C[C@H](C)[C@@H](CN(C)S(=O)(=O)c2ccccc2)Oc2ccc(NC(=O)C3CC3)cc2C1=O,/,13,i,7,-2,-9,0.2,-0.7,0.3&-1.2
CCCCCCCCN1C(=O)[C@H](CC(=O)N2CCCC2)C[C@@]2(C(=O)OCC)CCCC=C12,/,/,/,-4,1,/,/,-0.7,1.9
CC(C)COc1ccc(C(=O)CCN2CCCCC2)cc1,2,2,-2.8,-1,-3,-5,0.4,0.3,/
OCCN1CCN(C(=S)c2ccc(Cl)c(Cl)c2)CC1,4,-2,i,2,-3,-6,-2.2,-0.5,/
CC(=O)c1c(-c2ccc(Cl)cc2Cl)noc1C,-2,-2,i,-5,12,-10,-0.4,0.0,0.9
CN(C)CCNc1ncnc2c1ncn2[C@H]1CN(Cc2ccc(-c3ccccc3)cc2)C[C@@H](CO)O1,/,-7,0.4,-9,-3,/,/,0.2,1.5
OC1CCN(Cc2nc(Cc3ccccc3Cl)no2)CC1,-3,0,-0.5,6,-1,-11,-0.8,0.4,1.5
CC1(C(=O)NS(=O)(=O)c2ccccc2C(F)(F)F)CCN1C(=O)CCc1ccccc1 (stereo not given),/,1,i,-5,-5,/,/,0.2,0.3
O=[N+]([O-])c1ccc(-n2ccnc2)cc1,1,9,-0.6,-19,-5,-18,-1.5,-2.1,0.1
COC(=O)C(C(=O)OC)c1ncc(C(F)(F)F)cc1Cl,-6,0,-0.3,7,3,-8,-0.8,0.5,-0.2
CCN(CC)CC(=O)c1c(N)n(Cc2ccccc2)c(=O)n(C)c1=O,0,-1,-0.2,3,-4,-8,1.2,0.0,0.3
Cc1ccc(CNC(=O)COC(=O)c2ccc(S(=O)(=O)N3CCOCC3)cc2)cc1,/,3,-2.9,8,2,2,-0.7,-0.1,0.1
COc1ccc2c(CC(=O)N[C@@H](Cc3ccccc3)C(=O)O)cc(=O)oc2c1C,6,-6,1.5,1,-11,6,-1.5,-1.7,0.7
Cc1cccc(-n2ncc3c(N4CCC(C)CC4)ncnc32)c1,-4,26,-0.2,12,-4,-3,0.0,0.5,1.5
CN(C(=O)CSc1nnc(-c2cccs2)o1)C1CCS(=O)(=O)C1 (stereo not given),4,-1,i,0,2,-1,-0.4,0.0,-0.3
COCCn1c(-c2ccccc2)nc2oc3ccccc3c(=O)c2c1=O,0,-1,-0.3,-5,11,-15,0.1,0.9,/
CC(C)OCCCNC(=O)c1cn(C)c2ccc(S(=O)(=O)N3CCCC3)cc2c1=O,-6,3,-2.1,3,0,-8,-0.3,-0.4,2.0
CC1=C/C(=N\NC(=O)c2ccccc2)CC1,2,-1,-0.1,7,2,/,-0.7,0.0,-0.7
Cc1ccc([N+](=O)[O-])cc1N(CC(=O)Nc1ccc(S(=O)(=O)Nc2cccc(C(F)(F)F)c2)cc1)S(C)(=O)=O,6,-3,-0.3,24,-5,-2,0.9,-1.7,/
C=C(C)CSc1nc2ncccc2[nH]1,7,-2,-4.5,0,1,-11,-0.8,-0.1,/
OC[C@@H]1CN(Cc2cccnc2)C[C@H](n2cnc3c(N4CCCC4)ncnc32)O1,/,-6,-0.2,-6,3,/,/,0.0,1.7
COc1ccc(Cl)cc1NC(=O)C/C(C)=N/NC(=O)C(=O)NCc1ccccc1,1,1,0.6,2,-6,/,0.2,-2.5,0.7
O=C(Nc1ccc(Cl)cc1)C1CCCN(c2ncnc3c2nc2n3CCCCC2)C1 (stereo not given),4,-2,-0.1,0,0,-18,14,1.8,1.4
COc1ccc(CNC(=O)C/C(C)=N/NC(=O)c2cnccn2)cc1,0,-1,-0.3,-1,1,/,0.7,-0.2,-2.1
COc1ccc(NC(=O)CN(C)C(=O)C(C)Sc2ccccc2)cc1 (stereo not given),-3,6,i,7,4,-6,0.1,-1.7,2.1
COc1ccc(C(=O)NC(=S)NNC(=O)c2c(-c3ccccc3)noc2C)cc1OC,-2,0,0.6,1,-12,-4,31*,-1.3,2.4
O=C(NCc1ccc(F)cc1F)c1cc(COc2c(F)cccc2F)on1,1,-5,i,-3,3,-8,1.7,-0.9,-0.8
O=C(CC[C@H]1O[C@@H](n2cnc3c(NC(=O)c4ccccc4)ncnc32)[C@H](O)[C@@H]1O)NCC1CCCO1 (stereo not given in full),/,/,/,-4,-1,/,/,0.4,1.0
CN(C)S(=O)(=O)c1cccc(NC(=O)c2cc(=O)[nH]c(=O)[nH]2)c1,0,-9,-1.1,7,4,-5,0.0,1.1,-1.3
CC(C)(C)NC(=O)CN1C(=O)NC(c2ccccc2)(c2ccccc2)C1=O,-9,-1,-4.0,-3,-10,-16,-0.1,-1.8,0.8
COc1cc(/C=C/c2[nH]c(=O)[nH]c(=O)c2[N+](=O)[O-])cc([N+](=O)[O-])c1O,0,6,i,-28,-7,-3,4.4,-2.7,1.3
COc1cc(/C=C2/SC(=S)N(c3ccccc3)C2=O)ccc1Oc1nc(N2CCOCC2)nc(N2CCOCC2)n1,-7,-5,-0.2,-2,8,-1,0.2,20,-0.6
Cc1ccc(C(=O)NC(NCC2CCCO2)C(Cl)(Cl)Cl)cc1 (stereo not given),2,-6,-0.4,8,2,-11,-1.2,0.6,1.0
CCCCN(C(=O)c1cc2ccccc2o1)c1c(N)n(CCC)c(=O)[nH]c1=O,-1,1,0.1,3,-1,-5,-0.8,0.3,0.7
CCOC(=O)C(NC(=O)c1ccccc1Cl)(Nc1ccc(C)c(C)c1)C(F)(F)F (stereo not given),2,-1,-0.6,-4,0,4,-0.5,0.6,/
COc1ccc(CN2C(=O)CCC2(C)C(=O)NCc2cccnc2)c(OC)c1 (stereo not given),-2,-12,0.0,-7,1,-6,-0.9,?,/
Cc1ccc2cc(C)c(N3CCN(c4ccc(F)cc4)CC3)nc2c1,-4,4,-1.0,9,0,5,-0.5,-2.8,0.5
O=C(O)C1CC(=O)N(Cc2ccc(F)cc2)C1 (stereo not given),-1,1,i,0,1,-10,-0.9,-0.3,/
COC(=O)c1ccc(N/C(=N/S(=O)(=O)c2ccccc2)c2ccccc2)cc1,1,1,i,6,0,/,0.7,-0.3,1.4
Cc1onc(-c2c(F)cccc2Cl)c1C(=O)OCC(=O)NC1CC1,0,-1,0.6,-5,0,-5,-1.7,-1.0,1.5
CC(=O)Nc1ccc(C2=NNC(=Nc3ccc(S(=O)(=O)N4CCOCC4)cc3)SC2)cc1,4,-2,-0.4,12,-3,8,0.0,-0.6,1.4
Cc1ccc(NC2=NC(c3ccccc3)n3c(nc(C)cc3=O)N2)c(C)c1 (stereo not given),0,-1,-0.2,7,-2,2,-0.5,0.3,/
Cc1cc(C)n(Cc2ccc(C(=O)Nc3cccc(Br)c3)o2)n1,9,3,-0.2,9,0,-14,1.0,0.5,/

Given with values under each structure: 7 of the compounds above
Every second line gives: SARS 3CLpro inh, Yp Topo-I inh, BH1578 lux ind, PrPC surface inh, Anthrax LF prot, SSB-PriA inh, PfHsp40 rescue, BoNT-A LC inh2, TcdB GH inh
Cc1ccc(C(=O)NC(NCC2CCCO2)C(Cl)(Cl)Cl)cc1 (stereo not given)
→ 2, -6, -0.4, 8, 2, -11, -1.2, 0.6, 1.0
CCCCN(C(=O)c1cc2ccccc2o1)c1c(N)n(CCC)c(=O)[nH]c1=O
→ -1, 1, 0.1, 3, -1, -5, -0.8, 0.3, 0.7
CCOC(=O)C(NC(=O)c1ccccc1Cl)(Nc1ccc(C)c(C)c1)C(F)(F)F (stereo not given)
→ 2, -1, -0.6, -4, 0, 4, -0.5, 0.6, /
COc1ccc(CN2C(=O)CCC2(C)C(=O)NCc2cccnc2)c(OC)c1 (stereo not given)
→ -2, -12, 0.0, -7, 1, -6, -0.9, ?, /
Cc1ccc2cc(C)c(N3CCN(c4ccc(F)cc4)CC3)nc2c1
→ -4, 4, -1.0, 9, 0, 5, -0.5, -2.8, 0.5
O=C(O)C1CC(=O)N(Cc2ccc(F)cc2)C1 (stereo not given)
→ -1, 1, i, 0, 1, -10, -0.9, -0.3, /
COC(=O)c1ccc(N/C(=N/S(=O)(=O)c2ccccc2)c2ccccc2)cc1
→ 1, 1, i, 6, 0, /, 0.7, -0.3, 1.4

Remaining list, next part
SMILES,SARS 3CLpro inh,Yp Topo-I inh,BH1578 lux ind,PrPC surface inh,Anthrax LF prot,SSB-PriA inh,PfHsp40 rescue,BoNT-A LC inh2,TcdB GH inh
C/C(Cl)=C\Cn1c(O)c(N=NC(N)=S)c2cc(Br)ccc21,0,-6,-0.8,4,0,17,18,2.2,1.8
O=C(CCNC(=O)C1CCN(S(=O)(=O)c2ccccc2)CC1)NCc1cccc(C(F)(F)F)c1,-3,-4,-0.4,6,-1,-8,-0.3,1.5,2.5
CCN(CC)CCCNc1nc(C)cc(COC)c1C#N,5,2,i,-4,-1,3,0.2,0.7,0.3
CCOC(=O)c1c(C)[nH]c(C)c1C(=O)CSc1nc2ccccc2n1CCC#N,-3,4,i,-5,-1,-1,0.3,0.2,/
Cc1ccc2nc(CC(O)(c3ccccc3)c3ccccc3)ccc2c1,/,13,-0.5,-2,-4,/,/,-0.4,3.9
COC(=O)CSc1nnnn1-c1cccc2ccccc12,-1,3,i,-7,-2,-25,-0.5,0.2,0.8
COC(=O)c1cc(S(=O)(=O)N2CCN(c3ccc(F)cc3)CC2)cn1C,-1,0,i,0,0,-22,-0.6,1.7,1.1
Cc1c(C(=O)N2CCCCC2)c(S(=O)(=O)N2CCN(c3ccc(F)cc3)CC2)c(C)n1C,-6,13,-7.1,2,-4,6,0.1,-2.1,0.3
COc1ccccc1C(=O)Oc1ccc(N2C(=O)CCC2=O)cc1,-6,-3,/,0,2,-1,-1.8,0.5,/
COc1ccc(NC(=O)CCCN2C(=O)C(c3ccccc3)Oc3cccnc32)cc1OC (stereo not given),0,14,i,7,1,-12,0.8,-2.0,0.4
CCOC(=O)C1(C)CCCCN1C(=O)c1ccccc1OC (stereo not given),/,-2,0.0,7,1,/,/,-0.1,-0.2
Cc1ccc2c(c1)cc(CN(Cc1cccs1)C(=O)c1ccco1)c1nnnn12,3,28,i,6,-3,8,?,0.7,/

Screening data: PubChem, several laboratories

These rows are one share of the data, so the mix of outcomes need not match the whole.
